STK33 kinase inh – inhibitors of purified STK33 kinase, primary screen, biochemical, ADP-Glo luminescence, homogeneous, cell-free; Serine/threonine-protein kinase 33 (Homo sapiens), Q9BYT3; MBP phosphorylation; inhibition, % at 10 µM; 0.073% of 320,000 active; AID 2661, 2010;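 active means inhibition at or above 25%, using the most active replicate where run in duplicate; inactive means inhibition below 25%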
Target sequence (Q9BYT3 whole entry, looked up): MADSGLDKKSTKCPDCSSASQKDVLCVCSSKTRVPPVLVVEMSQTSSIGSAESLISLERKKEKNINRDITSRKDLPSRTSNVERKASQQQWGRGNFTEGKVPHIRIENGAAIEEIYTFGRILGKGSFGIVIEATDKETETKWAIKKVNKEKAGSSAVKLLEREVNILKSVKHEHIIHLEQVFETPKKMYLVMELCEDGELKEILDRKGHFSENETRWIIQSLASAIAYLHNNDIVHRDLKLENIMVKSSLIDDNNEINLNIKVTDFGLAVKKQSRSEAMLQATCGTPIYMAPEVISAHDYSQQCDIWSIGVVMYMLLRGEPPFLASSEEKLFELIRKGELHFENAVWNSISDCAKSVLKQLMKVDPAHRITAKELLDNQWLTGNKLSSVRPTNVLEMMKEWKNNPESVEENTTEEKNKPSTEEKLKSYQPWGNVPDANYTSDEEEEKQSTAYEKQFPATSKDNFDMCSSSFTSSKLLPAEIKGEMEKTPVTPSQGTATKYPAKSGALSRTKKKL
OX1R antag-1 – antagonists of human orexin 1 receptor (OX1R) | Orexin/Hypocretin receptor type 1 (Homo sapiens), O43613 | OX1R-expressing cells, FRET antagonist read-out | inhibition, % at 6.6 µM | 1.8% of 330,000 active | AID 485270, 2010; in the data active means inhibition mostly above about 38%, no sharp cut-off; inactive means mostly below about 40%;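 further: 0% = agonist challenge alone and 100% = reference antagonist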
Target sequence (O43613 whole entry, looked up): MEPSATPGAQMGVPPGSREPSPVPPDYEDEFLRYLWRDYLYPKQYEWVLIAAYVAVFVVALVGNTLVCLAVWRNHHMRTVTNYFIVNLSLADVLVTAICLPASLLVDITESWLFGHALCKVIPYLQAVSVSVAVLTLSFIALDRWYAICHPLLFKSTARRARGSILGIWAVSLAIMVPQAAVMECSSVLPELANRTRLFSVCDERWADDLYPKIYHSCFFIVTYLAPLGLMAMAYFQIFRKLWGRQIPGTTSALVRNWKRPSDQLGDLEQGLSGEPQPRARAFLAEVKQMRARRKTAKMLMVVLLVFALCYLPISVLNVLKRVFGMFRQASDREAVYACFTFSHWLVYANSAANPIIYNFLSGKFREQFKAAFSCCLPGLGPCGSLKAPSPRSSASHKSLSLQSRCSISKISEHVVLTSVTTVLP
OX1R antag-2 – OX1R (HCRTR1) antagonists, primary screen, fluorescence, CHO/OX1R cells, Fluo-8 calcium, orexin A | 0.43% of 330,000 active | Fluo-8 calcium fluorescence | AID 434989, 2010 | Orexin/Hypocretin receptor type 1 (Homo sapiens), O43613 | inhibition, % at 5 µM;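 active means inhibition above its plate's threshold, mean inhibition of all tested compounds on the plate plus 3 SD, cut at about 37% in these data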;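 further: 0% = orexin A challenge wells and 100% = SB-334867-A antagonist wells; not every result past the cut was called active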
The depositor's hits bear a star; · = not tested or not shown.

Start of the listing, in advance, 3 compounds:
STK33 kinase inh,OX1R antag-1,OX1R antag-2,Structure
-0.2,16.7,-3.2,O=c1[nH]ncc(N2CCCCC2)c1Cl
1.6,38.7,-36.0,COc1ccc2nc3c(c(-c4ccccc4)c2c1)CCC3
-1.7,7.3,9.2,CC(C)[C@@H]1CC[C@@H](C)C[C@H]1OC(=O)C[n+]1cc(-c2ccc(Cl)cc2)n2c1CCCCC2

The listing, from the start:
STK33 kinase inh,OX1R antag-1,OX1R antag-2,Structure
-0.2,16.7,-3.2,O=c1[nH]ncc(N2CCCCC2)c1Cl
1.6,38.7,-36.0,COc1ccc2nc3c(c(-c4ccccc4)c2c1)CCC3
-1.7,7.3,9.2,CC(C)[C@@H]1CC[C@@H](C)C[C@H]1OC(=O)C[n+]1cc(-c2ccc(Cl)cc2)n2c1CCCCC2
-1.3,7.1,-25.2,COc1ccc(CNC(=O)C2CCCN2S(=O)(=O)c2ccc(Cl)cc2)cc1 (stereo not given)
-1.0,12.4,-13.3,Cc1cc(C)c(S(=O)(=O)N2CCN(c3ccc([N+](=O)[O-])c(-n4nc(C)cc4C)c3)CC2)c(C)c1
-0.7,8.4,-31.4,COc1ccc(Nc2cc(C(=O)NCCCN3CCOCC3)c3ccccc3n2)cc1OC
-0.1,8.3,-5.6,CCOC(=O)NN1C(=O)c2ccccc2NC1c1ccc(OC)cc1OC (stereo not given)
-3.3,12.0,-10.8,CC(C)NC(=O)Cn1c(SCC(=O)NC2CCCC2)nc2ccccc21
-0.6,13.4,5.4,CC(Cc1cccs1)NC(=O)Nc1ccccc1 (stereo not given)
-0.9,12.0,-18.1,COc1ccc(CCNC(=O)CCn2c(SCC#N)nc3ccccc3c2=O)cc1OC
1.3,12.2,27.8,CCCCCc1cc(=O)oc2c(C(CCN3CCCCC3)c3cc(OC)c(OC)c(OC)c3)c(OC)cc(OC)c12 (stereo not given)
-2.2,-1.8,-4.8,CC(=O)Nc1cccc(N(C)S(C)(=O)=O)c1

A second format for part of the listing above.
smiles	STK33 kinase inh	OX1R antag-1	OX1R antag-2
CC(C)NC(=O)Cn1c(SCC(=O)NC2CCCC2)nc2ccccc21	-3.3	12.0	-10.8
CC(Cc1cccs1)NC(=O)Nc1ccccc1 (stereo not given)	-0.6	13.4	5.4

(next part)
STK33 kinase inh,OX1R antag-1,OX1R antag-2,Structure
-0.7,6.1,-9.8,O=S(=O)(NCc1cccnc1)c1cccc2cccnc12
0.5,-0.1,3.8,O=C(O)CC1(CC(=O)NCc2cccc(Cl)c2)CCCCC1
-0.3,15.1,9.5,Clc1ccc(CSc2nnc(-c3c[nH]c4ccccc34)o2)cc1
0.3,24.1,-18.3,O=C(N/C(=C\c1cccc([N+](=O)[O-])c1)C(=O)N1CCOCC1)c1ccco1
-2.5,16.1,-14.3,Cc1ccccc1NC(=S)N(CCCN1CCOCC1)Cc1cccs1
-0.9,6.0,-15.8,O=C(Cn1nc(Cc2cccnc2)c2ccccc2c1=O)N1CCN(c2ccccn2)CC1
2.3,21.0,-12.2,COc1ccc(CCN(C)C(=O)CN2C(=O)NC3(CCCc4ccccc43)C2=O)cc1OC (stereo not given)
-1.5,5.2,-9.6,Nc1nc(SCC(=O)NCCCO)nc2sc3c(c12)CCC3
3.7,10.6,-23.4,Cc1ccccc1OCC(=O)Nc1ccc2c(c1)OCCO2
-0.1,0.2,-3.9,COCC(=O)NNC(=O)c1ccc(OC)cc1
-0.9,21.3,-19.6,Cc1ccc(O)c(NC(=O)C2=CC(c3cccs3)=NS(=O)(=O)N2C)c1
0.5,24.4,-33.8,O=C(NCCc1cccs1)C1CC(c2c(Cl)cccc2Cl)=NO1 (stereo not given)

Further entries.
STK33 kinase inh,OX1R antag-1,OX1R antag-2,Structure
-1.5,5.5,-18.5,COc1ccccc1C(=O)NC(=O)COC(=O)Cn1[nH]c(=O)c2ccccc2c1=O
0.6,-0.9,-22.4,CN(CC(=O)Nc1ccc(F)cc1)C(=O)Cc1ccsc1
-2.4,20.1,0.9,COc1ccc(C2=NN(S(C)(=O)=O)C(c3cccs3)C2)cc1 (stereo not given)
1.0,4.6,-7.5,O=C(Nc1ccccc1Cl)C1CC(=O)n2c(nc3ccccc32)N1 (stereo not given)
-0.3,6.5,-4.1,O=C(NCCc1nnc2ccc(SCC(=O)N3CCCC3)nn12)c1ccccc1
1.5,18.6,-18.3,COc1cc(OC)cc(-c2cc3ccc(F)cc3cn2)c1
1.8,6.2,-10.7,O=C1Nc2cc(C(=O)NCCN3CCCCCC3)ccc2S/C1=C\c1ccccc1
0.8,16.5,-1.9,O=c1cc(COc2ncnc3c(Cl)cc(Cl)cc23)nc2sccn12
-2.1,29.4,-17.8,Cc1ccc(-c2nc3cc(NC(=O)C(C)C)ccc3o2)cc1
0.5,32.4,1.3,COc1ccc(S(=O)(=O)N2CCOCC2)c2ccccc12
0.2,-0.9,-11.3,COc1cccc(CNC(=O)c2ccccc2-c2ccccc2C(=O)O)c1
-1.3,-3.7,-12.3,O=C(COC(=O)CCSc1ccccc1)NCc1ccccc1Cl

Next section:
STK33 kinase inh,OX1R antag-1,OX1R antag-2,Structure
-0.1,22.6,-26.4,Nc1cc(=O)[nH]c(SCC(=O)Nc2cc([N+](=O)[O-])ccc2Cl)n1
-0.8,6.2,-6.9,O=C(/C=C/c1ccc([N+](=O)[O-])cc1)OCc1cnc(-c2ccccc2)o1
-1.0,17.6,4.1,O=C(/C=C/c1cccc([N+](=O)[O-])c1)N1CC[C@@]2(O)CCCC[C@H]2C1
0.6,15.9,-3.8,CC1COc2ccccc2N1C(=O)c1ccc(F)cc1 (stereo not given)
-1.6,2.6,-13.9,COc1nc(OC)nc(N2CCC(C(=O)NCc3ccco3)CC2)n1
1.0,5.5,-22.3,COC(=O)c1cc(OC)c(OC)cc1NC(=S)N1CCCC1
-0.9,7.8,0.0,O=C(O)CCc1nc(-c2ccccc2Cl)no1
0.7,15.8,-4.5,O=C(NCc1ccccn1)Nc1cccc(NC(=O)NCc2ccccn2)c1
0.4,1.4,-9.1,Cc1cccc2nc(CSc3nnc4ccccn34)cn12
-1.5,6.4,-10.2,CC(NC(=O)C1CCC(=O)N1Cc1ccc(F)cc1)c1ccc2c(c1)OCCO2 (stereo not given)
0.4,29.5,-17.3,C#CCNC(=O)C1=C[C@@H](c2coc3ccccc3c2=O)[C@H](CCCO)[C@@H](OCC)O1
-0.7,13.6,-1.8,O=C(NNC1=NCCCCC1)c1cccc([N+](=O)[O-])c1

Some of the entries so far, with tabs.
SMILES	STK33 kinase inh	OX1R antag-1	OX1R antag-2
CCCCCc1cc(=O)oc2c(C(CCN3CCCCC3)c3cc(OC)c(OC)c(OC)c3)c(OC)cc(OC)c12 (stereo not given)	1.3	12.2	27.8
CC(=O)Nc1cccc(N(C)S(C)(=O)=O)c1	-2.2	-1.8	-4.8
O=S(=O)(NCc1cccnc1)c1cccc2cccnc12	-0.7	6.1	-9.8
O=C(O)CC1(CC(=O)NCc2cccc(Cl)c2)CCCCC1	0.5	-0.1	3.8
Clc1ccc(CSc2nnc(-c3c[nH]c4ccccc34)o2)cc1	-0.3	15.1	9.5
O=C(N/C(=C\c1cccc([N+](=O)[O-])c1)C(=O)N1CCOCC1)c1ccco1	0.3	24.1	-18.3
Cc1ccccc1NC(=S)N(CCCN1CCOCC1)Cc1cccs1	-2.5	16.1	-14.3

Other entries follow:
STK33 kinase inh,OX1R antag-1,OX1R antag-2,Structure
·,16.0,-3.6,Cc1[nH]c2ccccc2c1C(=O)COC(=O)C1CC(O)CN1S(=O)(=O)c1ccc(Cl)cc1 (stereo not given)
-1.4,-1.1,13.7,COc1cccc(CN2CC(C(=O)NCCSc3nnnn3C)CCC2=O)c1 (stereo not given)
-1.3,20.5,-8.0,O=C(O)c1cc(-c2ccc(Cl)c(Cl)c2)n(-c2ccc(F)cc2)n1
-2.9,16.0,-5.5,O=C(Cn1nnc(-c2ccccc2)n1)OC1CCOC1=O (stereo not given)
-0.3,5.6,-26.2,COc1ccc2c(C)cc(SCC(=O)Nc3c(C)n(C)n(-c4ccccc4)c3=O)nc2c1
0.9,5.4,-43.3,CCN(CC)CCCNC(=O)c1c(O)c2cc(F)cc3c2n(c1=O)C(C)CC3 (stereo not given)
0.3,5.2,-6.6,CN(C(=O)COC(=O)COc1ccccc1F)C1CCS(=O)(=O)C1 (stereo not given)
-0.1,12.8,-1.1,Cc1ccc(S(=O)(=O)NCC(=O)N2CCOCCOCCOCC2)cc1
1.9,16.8,2.1,COCCNC(=O)Cn1ccc2cc(S(=O)(=O)N3CCCCCC3)ccc21
-0.7,7.6,-15.8,CCc1cc(C(=O)OC)c(NC(=O)CC2Nc3cc(C)c(C)cc3NC2=O)s1 (stereo not given)
-0.5,34.0,-36.8,Cc1ccc2nc(N/C(=N/S(=O)(=O)c3ccc(F)cc3F)c3ccccc3)sc2c1
-1.4,13.5,-11.0,COc1ccc(OC)c(-n2nnnc2SCC(=O)Nc2nc(C)c(C)s2)c1

New compounds follow.
STK33 kinase inh,OX1R antag-1,OX1R antag-2,Structure
15.1,15.8,14.0,O=C(Nc1cnn(Cc2ccc(Cl)cc2)c1)c1ccc([N+](=O)[O-])cc1
-3.5,14.8,-5.5,C=CCNC(=O)[C@H]1N2C(=O)c3ccccc3C2SC1(C)C (stereo not given in full)
-0.3,33.1,-29.2,O=C(C1CCN(c2nc(-c3ccccc3)nc3c2CCC3)CC1)N1CCCC1
1.1,8.1,-23.5,COc1cc(NC(=O)c2sc3ncn(CC(=O)N4CCC(C)CC4)c(=O)c3c2C)cc(OC)c1OC
1.3,14.8,-22.8,Cc1cccc(N2CSC3=C(C#N)C(c4ccc(C)o4)CC(=O)N3C2)c1 (stereo not given)
·,6.8,-24.5,Cc1ccc(-c2nnc3ccc(SCC(=O)N4CCc5ccccc54)nn23)cc1
-1.3,6.9,-13.3,CN(c1ccc(OCC(=O)OCc2nnc(-c3ccccc3)o2)cc1)S(=O)(=O)c1ccc(Cl)cc1
-0.3,6.1,1.0,COc1cccc(C(=O)N2CCC(O)(c3cccnc3)CC2)c1
-0.8,9.5,-25.1,Cc1ccc(S(=O)(=O)Nc2cccc(-c3ccc4nnc(C)n4n3)c2)s1
3.1,19.2,-16.8,N#CCCN1CCN(C(=S)c2ccc(-c3ccc(Cl)c(Cl)c3)o2)CC1
-0.4,9.5,-32.2,Cn1nnnc1Sc1ncnc2scc(-c3ccccc3Cl)c12
-1.2,33.1,2.9,O=C(COC(=O)CCC(=O)c1cccs1)Nc1ccccc1[N+](=O)[O-]

(continued)
STK33 kinase inh,OX1R antag-1,OX1R antag-2,Structure
1.5,19.2,-14.2,COc1ccccc1OC(=O)c1cc2ccccc2oc1=O
-1.2,8.0,-13.7,O=C(NC1CCCCC1)N1CCN(CCc2ccccc2)CC1
1.5,8.9,-16.9,CCc1cc(=O)oc2cc(OCC(=O)NCCCN3CCCC3=O)ccc12
-0.3,23.8,-9.8,CCOC(=O)/C(C#N)=C/N=c1ccc(C)cn1C
-1.1,46.1,-1.5,COc1ccccc1OCC(=O)Nc1c2c(nn1-c1ccc(F)cc1)CS(=O)(=O)C2
-0.8,21.7,4.0,CNC(=O)N1CCN(C(=O)NC)CC1
4.3,13.6,-20.7,Oc1ccc2ccccc2c1N=Nc1ccccc1F
0.4,-10.3,1.5,N#C/C=C/C(=C\Nc1ccc(Cl)cc1)S(=O)(=O)c1ccccc1
-0.9,21.2,-20.7,COc1ccc(C2C(C#N)=C(N)Oc3cc4c(cc32)OCO4)cc1 (stereo not given)
7.1,32.6,-17.1,Cc1cc(NC(=O)Cn2nc(C(=O)O)c3ccccc3c2=O)ccc1Br
-0.7,37.8,-2.6,NC(=S)N/N=C/c1cc([N+](=O)[O-])ccc1Cl

Shown with tabs: part of the list above
mol	STK33 kinase inh	OX1R antag-1	OX1R antag-2
Oc1ccc2ccccc2c1N=Nc1ccccc1F	4.3	13.6	-20.7
N#C/C=C/C(=C\Nc1ccc(Cl)cc1)S(=O)(=O)c1ccccc1	0.4	-10.3	1.5
COc1ccc(C2C(C#N)=C(N)Oc3cc4c(cc32)OCO4)cc1 (stereo not given)	-0.9	21.2	-20.7

High-throughput results: PubChem, several laboratories
